Bioassay records deposited in PubChem BioAssay by National Center for Advancing Translational Sciences (NCATS).
HBB splice mod – modulators of hemoglobin beta chain splicing | HBB splicing reporter cell assay, activation; EGFP reporter with mutant IVS2-654 intron; response scale: normalised to 500 nM splice-correcting PNA | Potency, µM (highest dose often 46.1 µM), inactives show top-dose activation, hits mostly activators | AID 925 | 0.06% of 65,000 active; further: potency means the concentration at half of the fitted maximal effect; 0% is about no effect
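HeLa cells stably expressing EGFP interrupted by mutant beta-globin intron 2 (IVS2-654), 500/well in 2% FCS. Treated with compound for 2 days at 37C. Splicing correction scored as total well GFP intensity (488 nm excitation, 500-520 nm emission); 500 nM antisense PNA served as control.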
CRE-bla Fsk – alters forskolin-stimulated CRE reporter signaling in CHO cells. CHO CRE-bla reporter (cAMP response element driving beta-lactamase), forskolin EC10, beta-lactamase ratio. Potency, µM (series often up to 38.2 µM), for inactives: at the highest dose activity change, negative = inhibition, actives largely listed as activators. 2.5% of 71,000 active; active means well fitted activation curve with a large enough effect in the signal ratio, with a control signal flat, not every such curve was filed as active; inconclusive means small, poorly fitted or top-dose-only effect, or effect the other way, or a change in a side signal; the % refers to the signal ratio; further: potency means the concentration at half of the fitted maximal effect; % of control where 0% means no effect
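Reporter-gene assay: CHO cells with beta-lactamase behind cAMP responsive elements, co-treated with compound and EC10 NKH 477 for 3 hours at 37 degrees Celsius. Activity came from the 460/530 nm CCF4 emission ratio.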
Luciferase inh – firefly luciferase inhibition; P08659; purified firefly luciferase, luminescence, 8 min; Potency, µM (highest dose often 57.1 µM), without a hit: top-dose activity change, negative = inhibition, actives largely listed as inhibitors; 2.2% of 72,000 active; further: potency means the concentration at half of the fitted maximal effect; on the % scale 0 is the no-effect control and ±100 the full control effect; nearly all actives have a fitted effect of over 40% in size
Target sequence (P08659 whole entry, looked up): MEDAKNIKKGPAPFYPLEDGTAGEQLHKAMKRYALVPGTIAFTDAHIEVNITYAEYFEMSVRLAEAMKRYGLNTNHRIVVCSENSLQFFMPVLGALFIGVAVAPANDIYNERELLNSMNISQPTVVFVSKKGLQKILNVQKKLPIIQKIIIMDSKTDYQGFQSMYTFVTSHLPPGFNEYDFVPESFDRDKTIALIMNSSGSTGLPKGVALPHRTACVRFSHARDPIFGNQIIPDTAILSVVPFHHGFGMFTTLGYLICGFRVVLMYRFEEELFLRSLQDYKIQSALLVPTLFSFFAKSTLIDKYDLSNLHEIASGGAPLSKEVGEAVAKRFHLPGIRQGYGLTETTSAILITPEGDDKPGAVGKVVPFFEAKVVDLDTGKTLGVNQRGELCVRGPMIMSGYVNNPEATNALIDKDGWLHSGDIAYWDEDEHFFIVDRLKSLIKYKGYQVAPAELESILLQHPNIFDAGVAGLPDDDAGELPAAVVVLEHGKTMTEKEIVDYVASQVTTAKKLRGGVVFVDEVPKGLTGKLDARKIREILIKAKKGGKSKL
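Luminescence read-out after 8 min at room temperature; enzyme reaction used luciferin plus 10 uM ATP (linear range) in imidazole buffer pH 7.2 with KCl, MgCl2, Tween 20 and BSA. Each sample was run as a titration.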
ERK AVP inh – blocks ERK signaling stimulated by vasopressin | 0.99% of 72,000 active | Potency, µM (titrated, usually from 57.5 µM), for the others: at the highest dose activity, negative = inhibition, actives largely listed as inhibitors | HEK293-V1b, vasopressin-stimulated pERK AlphaScreen; further: potency means the concentration at half of the fitted maximal effect; on the % scale 0 is the no-effect control and ±100 the full control effect; nearly all actives have a fitted effect of over 55% in size
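Overnight-seeded V1b-HEK293 cells in 1% FBS got compound, then vasopressin (25 nM final, 5 min, 37C), then lysis buffer. AlphaScreen detection of phospho-ERK; activity normalized to basal and full-stimulation controls.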
HADH2 inhib – HADH2 (human) dehydrogenase inhibition; AID 886; Potency, µM (top dose mostly 57.1 µM), without a hit: top-dose activity change, negative = inhibition, actives largely listed as inhibitors; Q99714; recombinant HADH2, NADH fluorescence, beta-hydroxybutyryl-CoA; 3.4% of 73,000 active; further: potency means the concentration at half of the fitted maximal effect; on the % scale 0 is the no-effect control and ±100 the full control effect; nearly all actives have a fitted effect of over 60% in size; many of its hits are not listed in these tables
Target sequence (Q99714 whole entry, looked up, one chain of several): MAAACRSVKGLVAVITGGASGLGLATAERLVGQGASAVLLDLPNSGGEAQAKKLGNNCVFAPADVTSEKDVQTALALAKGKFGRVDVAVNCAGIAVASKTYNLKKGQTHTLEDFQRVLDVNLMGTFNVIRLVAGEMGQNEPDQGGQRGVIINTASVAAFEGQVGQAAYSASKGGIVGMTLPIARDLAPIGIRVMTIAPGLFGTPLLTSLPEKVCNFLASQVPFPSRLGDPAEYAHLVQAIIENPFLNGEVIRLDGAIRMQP
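20 nM HADH2 + cpd, 15 min RT; add 1 mM NAD+/90 uM beta-hydroxybutyryl-CoA; kinetic fluorescence 360/450 nm, 4 min. Tris-HCl pH 9.0, 0.01% Tween-20.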
GFP derepression – epigenetic modulators derepressing GFP locus in mouse cells; mouse C127i GFP locus derepression, cytometry, 30 h; Potency, µM (series often up to 46.1 µM), for inactives: at the highest dose GFP derepression (activation); 0.09% of 68,000 active; further: % of control where 0% means no effect
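Read-out is the number of GFP-positive cells, scored as fluorescent objects 20 to 120 um wide, reflecting derepression of a silenced CMV-GFP reporter in murine C127i cells after 30 h compound exposure at 37 C.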
15-hLO inh – inhibitors of human 15-lipoxygenase (ALOX15). P16050. Potency, µM (doses to about 57.1 µM), for the others: at the highest dose activity change, negative = inhibition, hits mostly inhibitors. purified 15hLO-1, xylenol orange hydroperoxide absorbance. 1.4% of 74,000 active. AID 887; further: potency means the concentration at half of the fitted maximal effect; on the % scale 0 is the no-effect control and ±100 the full control effect; nearly all actives have a fitted effect of over 55% in size
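Inhibition is scored from a chromogenic endpoint. After 15 min enzyme-compound contact, arachidonic acid (50 uM final) reacts 6 min with 40 nM 15hLO-1 at room temperature, then Fe-XO reagent is added for 30 min and absorbance ratio recorded.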
Ub-GFP proteasome – ubiquitin-GFP accumulation via proteasome inhibition; Ubiquitin-GFP reporter cells, proteasome inhibition, GFP fluorescence; response scale: untreated = 0%, 10 µM MG-132 = 100%; Potency, µM (series often up to 45.9 µM), for inactives: top-dose activation (GFP accumulation), hits mostly activators; 67,000 tested, under 10 active; active means well fitted activation curve with a large enough effect, not every such curve was filed as active; inconclusive means small, poorly fitted or top-dose-only effect, or another doubt; inactive means no such curve, though single readings can be large or run the other way; further: potency means the concentration at half of the fitted maximal effect
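Proteasome blockade was scored as a rise in GFP-expressing U2OS cells carrying a ubiquitin(G76V)-GFP construct, imaged after 4 hr compound treatment at 37 °C across a 46 uM–2.9 nM series.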
Pol III holo inh – DNA polymerase III holoenzyme inhibition; reconstituted DNA polymerase III holoenzyme replication, biochemical; Potency, µM (doses to about 57.1 µM), for the others: at the highest dose activity change, negative = inhibition; 0.25% of 71,000 active; AID 603; further: potency means the concentration at half of the fitted maximal effect; on the % scale 0 is the no-effect control and ±100 the full control effect
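Reconstituted *E. coli* holoenzyme (0.35 nM Pol III, 1 nM beta, 154 nM SSB, 2 nM primase) was preincubated with compound for 15 min at RT. Synthesis on 1.4 nM ssM13Gori ran 35 min, then was stopped with PicoGreen/EDTA and read as dsDNA fluorescence.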
Tau fil binding – binds recombinant human tau filaments. 2% of 71,000 active. recombinant tau filaments, thioflavin S fluorescence, 15 h; filaments grown with octadecylsulfate alongside compound. P10636. AID 596. Potency, µM (doses to about 57.1 µM), inactives show top-dose activity change, negative = inhibition;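 further: potency means the concentration at half of the fitted maximal effect; on the % scale 0 is the no-effect control and ±100 the full control effect; actives lower thioflavin S fluorescence by blocking filaments or displacing dye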
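ThS-based fibril read: tau 1 uM final, inducer ODS 30 uM final, 37 C for 15 h, ex 450/em 510 nm.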
Hsp90 Hop PPI – changes Hsp90-Hop TPR2A binding signal, up or down; AlphaScreen TPR2A-His6 binding biotin-Hsp90 C-terminal peptide; Potency, µM (titrated, usually from 57 µM), inactives show at the highest dose activity change, negative = inhibition; 0.44% of 71,000 active; AID 595; active means well fitted curve in either direction with a large enough effect; inconclusive means small, poorly fitted or top-dose-only effect, or another doubt; further: potency means the concentration at half of the fitted maximal effect; on the % scale 0 is the no-effect control and ±100 the full control effect; many of its hits are not listed in these tables
* marks the source's active call; other numbers are inactive results; ? = inconclusive; · = not tested or not shown; [ ] = another dose, or the depositor's remark. Unless noted, the call rests on the fitted dose curve; in most records, active means well fitted curve in the direction sought with a large enough effect; inconclusive means small, poorly fitted or top-dose-only effect, or another doubt; inactive means no such curve, though single readings can be large; an effect the other way counts as inactive or inconclusive. The list is partial. The share of hits here may be higher or lower than overall.

SMILES	HBB splice mod	CRE-bla Fsk	Luciferase inh	ERK AVP inh	HADH2 inhib	GFP derepression	15-hLO inh	Ub-GFP proteasome	Pol III holo inh	Tau fil binding	Hsp90 Hop PPI
Cc1ccccc1OCc1nnc(SCC(=O)NCc2ccccc2)n1C	-2.7%	-2%	1%	-19%	-10%	0%	10%	0%	0%	6%	-1%
O=C1CC(CCC(=O)NC2CC2)c2ccccc2N1 (centres undefined)	-1.5%	-9%	1%	9%	-4%	-2%	-4%	-12%	-3%	-5%	-12%
Cc1cc2n(n1)C(c1ccc(N(C)C)cc1)Nc1ccccc1-2 (centres undefined)	-0.5%	7.9µM*	25µM*	-13%	?	4%	-16%	3%	-3%	-6%	19%
Cc1cccc(C)c1NC(=O)N1CC=C(n2c(=O)[nH]c3ccccc32)CC1	-1.0%	-9%	1%	-4%	10%	-3%	?	-1%	1%	6%	-2%
O=C(c1ccco1)N1CCC2(CCN(Cc3cc(C(F)(F)F)cc(C(F)(F)F)c3)CC2)CC1	1.0%	?	0%[11.4 µM]	2%	-6%	0%[9.22 µM]	-8%	-4%	0%	0%	-8%
Cc1nc2ccccc2c2oc(C(=O)NC3CC3)cc12	1.0%	7.9µM*	-2%	?	0%	0%	2%	-3%	-11%	4%	-7%
CCOC(=O)c1oc2ccccc2c1NC(=O)CN1CCN(C)CC1	2.9%[1.84 µM]	29%	1%	4%	-1%	-2%	-2%	5%	-3%	25%	-2%
O=C1Cc2ccccc2N1c1ccccc1	-2.3%	-1%	3%	-7%	3%	-2%	1%	-4%	-1%	-1%	-2%
COC(=O)c1ccc(C(NC(=O)OCc2ccccc2)/C(=C/[C@@H](C)C(=O)Nc2ccc(OC)cc2)c2cccnc2)cc1 (some centres undefined)	-0.2%	-25%	·	20%	4%	·	2%	·	6%	8%	-4%
CCc1ccccc1NC(=O)c1ccc(F)c(S(=O)(=O)N2CCC(C(N)=O)CC2)c1	0.1%[1.84 µM]	?	3%	0%	11%	-2%	2%	5%	0%	15%	-1%
O=C(/C=N/O)NCCCN1CCCCCC1	-3.7%[0.0738 µM]	?	0%	-11%	-1%[11.4 µM]	-2%	-5%[11.4 µM]	1%[9.17 µM]	-4%[11.4 µM]	10%[11.4 µM]	-3%[11 µM]
CCOC(=O)c1ccc(NC(=O)CS(=O)(=O)c2cn(CC)c3ccccc23)cc1	0.0%	-6%	1%	14%	5%	0%	-5%	-2%	-2%	-12%	-3%
Cc1cc(C(C)(C)C)ccc1OCCN(C)C	-4.2%	-5%	0%	6%	-4%	2%	-13%	12%	8%	-7%	-4%
CCCCNS(=O)(=O)c1ccc2nc(SCC(=O)c3ccc(C#N)cc3)[nH]c2c1	-0.5%	?	-38%	-2%	-23%	0%	-29%	-4%	4%	10%	-2%
O=C1NC(NS(=O)(=O)c2ccccc2)(C(F)(F)F)C(=O)N1Cc1cccnc1 (centres undefined)	-0.5%	-3%	0%	-1%	5%	-2%	1%	1%	-4%	1%	-3%
O=C(NC1CC1)c1ccc(CS(=O)(=O)c2c(Cl)cccc2Cl)o1	-0.8%	-3%	-2%	10%	2%	2%	-1%	10%	-1%	-3%	0%
COC(=O)C1=C(C)N(C)C(C)=C(C(=O)OC)C1c1ccc(C(=O)OC)cc1	-2.4%	11%	1%	8%	146%[activator]	8%	7%	-6%	4%	38%	-1%
O=C(CSc1nnc(-c2c[nH]c3ccccc23)o1)N(Cc1ccccc1)c1ccc(F)cc1	·	0%	0%	-3%	2%	0%	-19%	-1%	-6%	40%	-7%
C/C=C(\C)CN1CCc2cc(OC)c(OC)cc2C1	1.8%	-8%	-2%	-10%	21%	0%	-1%	-6%	-4%	3%	-6%
Cc1ccc(SCCC(=O)N(C)C)cc1	5.0%	?	-3%	-7%	6%	0%	-6%	-2%	-1%	-3%	-5%
CCOc1cc(CNc2ncc(-c3ccc(OC)cc3)n2C)ccc1O	5.3%[1.84 µM]	?	0%	-19%	3%	2%	?	11%	-3%	-10%	-13%
CCCCOC(=O)C1=C(C)Nc2ncnn2C1c1cccc(OC)c1 (centres undefined)	-0.7%	?	0%	0%	?	4%	4%	-2%	-2%	5%	-3%
O=C(Nc1ccc(-n2cnnn2)cc1)C1CCC1	0.1%[57.5 µM]	5%	-3%	-7%	-12%	-2%	10%	-9%	3%	-5%	2%
CC(=NCC1CCCO1)c1c(O)[nH]c(=O)[nH]c1=O (centres undefined)	-0.4%[1.84 µM]	15%	2%	-9%	4%	0%	8%	-11%	-7%	2%	0%
O=S(=O)(c1cnccc1N1CCN(CCO)CC1)N1CCCC1	3.6%[9.22 µM]	15%[7.6 µM]	2%[11.4 µM]	-12%[11.5 µM]	-1%[11.4 µM]	2%[9.22 µM]	4%[11.4 µM]	6%[9.17 µM]	-7%[11.4 µM]	-1%[11.4 µM]	-6%[11 µM]
O=C(CSc1ncnc2ccccc12)N1CCCC1	0.9%	-23%	-6%	-7%	-14%	-4%	4%	-9%	-4%	-6%	-2%
CCCc1nnc(NC(=O)c2c(O)c3cccc4c3n(c2=O)CCC4)s1	·	2%	1%	23%	18%	1%	1%	-1%	-2%	16%	?
CCCCCc1c(C)nc(NCc2ccccc2)[nH]c1=O	4.4%	-12%	-5%	-18%	-2%	3%	-12%	6%	-1%	32µM*	-3%
Cc1ccc(NC(=O)CSc2nnc(-c3cnccn3)n2Cc2ccco2)cc1C	-3.4%	12%	3%	4%	-11%	3%	-3%	-1%	-12%	-5%	-3%
C=C1CC23C[C@H]4[C@@H]5[C@@]6(C)C[C@H](OC(=O)c7ccccc7)[C@@H](OC(C)=O)[C@]57[C@@H]2[C@@H](OC(C)=O)[C@H]1[C@@H](O)[C@H]3[C@H]7N4C6	0.5%[20.6 µM]	-8%[17.1 µM]	0%[25.5 µM]	3%[25.7 µM]	-6%[25.6 µM]	0%[20.6 µM]	0%[25.6 µM]	5%[20.5 µM]	4%[25.6 µM]	1%[25.6 µM]	-10%[26 µM]
Cc1noc(C)c1-c1nc(Nc2ccncc2)c2ccccc2n1	8.2%	?	1%[2.29 µM]	-17%	32µM*	0%[9.22 µM]	?	-2%	0%	10%	-10%
CCCc1cc(N2CCCC(C(=O)NCc3ccc4c(c3)OCO4)C2)n2ncnc2n1 (centres undefined)	·	14%	3%	-16%	-15%	0%	9%	0%	0%	-6%	2%
CCOCC(=O)Nc1nc2ccc(S(C)(=O)=O)cc2s1	-0.1%	?	-1%	-17%	?	0%	1%	-5%	-6%	-15%	0%
CCN(CC)S(=O)(=O)c1ccc(F)c(C(=O)NCCC(C)C)c1	0.4%[1.84 µM]	?	-1%	0%	22%	0%	-1%	0%	-4%	10%	4%
CCOc1cc(NC(=O)c2cnccn2)c(OCC)cc1NC(=O)c1ccc(OC)cc1	·	-3%	0%	-1%	5%	-1%	3%	-1%	-1%	-28%	-2%
CC1=C(C(=O)NCc2ccccc2)C(c2ccccc2OCC(N)=O)NC(=O)N1 (centres undefined)	-0.1%	25%	1%	-13%	-2%	3%	-4%	0%	-9%	5%	-5%
Cn1c(SC2C(=O)CC(C)(C)CC2=O)nnc1-c1ccco1	·	1%	3%	?	-19%	0%	0%	1%	-3%	-4%	0%
COc1ccccc1Nc1ncnc2ccccc12	-2.2%	?	-1%	-2%	-1%	2%	16%	-3%	-5%	-10%	1%
Cc1ccc2c(c1)c(C)c(C)n2CC(O)CN1CCCCC1C (centres undefined)	0.3%	-7%	0%	-17%	?	-2%	-5%	-5%	3%	-27%	-13%
COc1ccc(S(=O)(=O)NCCSCc2ccco2)cc1	-0.3%[57.5 µM]	?	0%	?	-9%	1%	?	0%	5%	3%	?
Cn1ccnc1Sc1nc2c(c(=O)n(C)c(=O)n2C)n1C	0.6%[57.5 µM]	4%	0%	-3%	3%	-1%	7%	-2%	-2%	7%	11%
